SR-BI HDL uptake = inhibitors of SR-BI mediated HDL lipid uptake, primary screen, ldlA[mSR-BI] cells, fluorescence, single point | Scavenger receptor class B member 1 (Mus musculus), Q61009 | ldlA[mSR-BI] CHO cells, DiI-HDL uptake fluorescence, 3 h | inhibition, % at 12.5 µM | actives 0.96% (n = 320,000);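 active means mean replicate inhibition of at least 70% and a set share of replicates each scoring 70 or more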;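 further: 0% = median of neutral control wells and 100% = median of positive control wells; values of inactives mirror those of a sister screen read the other way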
Target sequence (Q61009 whole entry, looked up): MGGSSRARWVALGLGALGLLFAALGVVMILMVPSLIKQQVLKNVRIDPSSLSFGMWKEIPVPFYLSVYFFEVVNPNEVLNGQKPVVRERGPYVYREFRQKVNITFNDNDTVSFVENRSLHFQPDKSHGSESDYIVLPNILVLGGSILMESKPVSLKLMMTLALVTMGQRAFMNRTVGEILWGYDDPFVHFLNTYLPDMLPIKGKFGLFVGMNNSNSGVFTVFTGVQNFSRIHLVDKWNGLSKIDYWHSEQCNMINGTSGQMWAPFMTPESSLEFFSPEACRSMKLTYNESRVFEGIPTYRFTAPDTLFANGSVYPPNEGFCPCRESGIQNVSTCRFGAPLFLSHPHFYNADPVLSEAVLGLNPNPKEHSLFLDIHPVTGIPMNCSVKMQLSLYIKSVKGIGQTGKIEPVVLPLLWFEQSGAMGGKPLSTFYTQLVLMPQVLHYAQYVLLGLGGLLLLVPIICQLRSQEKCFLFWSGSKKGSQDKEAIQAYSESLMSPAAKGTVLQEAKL
MITF act = activators of MITF-driven TRPM1 promoter reporter, primary screen, cell-based, SK-MEL-5, luciferase, single point | activation, % at 12.5 µM | actives 0.75% (n = 300,000) | SK-MEL-5 TRPM1-promoter luciferase, 24 h; % of positive control, neutral wells = 0;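 active means mean activation of at least 80% with every replicate also reaching 80%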;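 further: 0% = neutral control wells and 100% = parthenolide positive control wells; values of inactives mirror those of a sister screen read the other way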
CDK5 inh = inhibitors of human CDK5/p35 kinase, primary screen, biochemical, single concentration. Cyclin-dependent kinase 5 (Homo sapiens) + Cyclin-dependent kinase 5 activator 1 (Homo …. actives 0.01% (n = 330,000). inhibition, % at 10 µM. AID 488839, 2010. Recombinant CDK5/p35, ADP-Glo luminescence, 60 min;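 active means highest replicate inhibition of at least 50% and at least 75% of replicates reaching 50%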;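 further: plate controls were DMSO neutral control for no effect and GW8510 at 10 µM for full effect; many of its hits are not listed in these tables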
dFosB act = activators of delta FosB homodimer, primary screen, biochemical, fluorescence polarization, TAMRA-CDK5 oligo, single point. AID 493131, 2011. activation, % at 25 µM. purified delta FosB; percent of positive-control signal above neutral wells. Protein FosB (Mus musculus), P13346. actives 0.99% (n = 340,000);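 active means mean activation above about 17%, with every replicate also reaching it, limit read from the data, passing the limit was not always enough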;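 further: fluorescence polarization rise as delta FosB binds a TAMRA Cdk5 AP-1 oligo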
SR-BI uptake up = activators of SR-BI mediated DiI-HDL uptake, primary screen, ldlA[mSR-BI] CHO cells, DiI fluorescence; activation, % at 12.5 µM; actives 0.096% (n = 320,000); 3 h; 100 = double the neutral-control signal;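 active means mean replicate activation of at least 60% and every replicate at or above 60%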;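 further: 0% = median plate neutral-control signal and 100% = twice that signal; values of inactives mirror those of a sister screen read the other way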
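System: CHO ldlA[mSR-BI] cells / Medium: HEPES-buffered (25 mM, pH 7.4) F12 plus 0.5% BSA / Probe or stimulus: labelled HDL, 10 µg/mL / Doses: single compound concentration, delivered by pin transfer / Schedule: 3 h, 37 °C / Measured by: DiI fluorescence, bottom read / Measure: cell-associated DiI fluorescence as measure of HDL uptake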
PvdQ acylase = P. aeruginosa PvdQ acylase inhibitors, primary screen, biochemical, fluorescence, plate reader and imaging, single point | inhibition, % at 10 µM | purified PvdQ acylase | PvdQ acylase [Pseudomonas aeruginosa LESB58] | actives 0.063% (n = 340,000); in the data active means inhibition above about 30%, passing the limit was not always enough;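 further: 0% = vehicle neutral wells and 100% = reference inhibitor wells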
Rtt109 Vps75 = inhibitors of C. albicans Rtt109/Vps75 HAT, primary screen, biochemical, ThioGlo CoA-SH fluorescence, plate reader | Histone acetyltransferase RTT109 (Candida albicans (strain SC5314 / ATCC MYA-2876)), … | purified Rtt109/Vps75, 4 h | inhibition, % at 34.9 µM | actives 0.16% (n = 330,000);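 active means inhibition of at least 50% in every replicate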
Target sequence (Q5AAJ8 whole entry, looked up): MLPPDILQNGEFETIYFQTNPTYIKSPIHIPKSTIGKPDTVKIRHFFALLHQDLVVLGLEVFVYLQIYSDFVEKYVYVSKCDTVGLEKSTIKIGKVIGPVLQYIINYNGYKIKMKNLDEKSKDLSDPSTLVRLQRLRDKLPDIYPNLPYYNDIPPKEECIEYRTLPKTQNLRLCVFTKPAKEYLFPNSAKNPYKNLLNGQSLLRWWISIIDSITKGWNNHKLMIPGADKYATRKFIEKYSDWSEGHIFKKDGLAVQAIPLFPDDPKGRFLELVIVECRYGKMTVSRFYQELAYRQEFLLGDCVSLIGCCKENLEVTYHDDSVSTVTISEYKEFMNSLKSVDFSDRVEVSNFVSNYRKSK
HTR5A ag ctr = HTR5A agonists in luminescence cell assay, primary screen, counter-screen for OPRM1-OPRD1 heterodimer agonist project, full-deck HTS. 5-hydroxytryptamine receptor 5A (Homo sapiens), P47898. cell-based. activation, % at 9.3 µM. actives 0.61% (n = 340,000). AID 504692, 2011; in the data active means activation mostly above about 9.5%, no sharp cut-off; inactive means mostly below about 7.6%;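 further: 0% = cells with vehicle only and 100% = reference agonist; strong numbers were not always called active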
cardiac RTF act = cardiac RTF calcium sensitivity activators, primary screen, biochemical, IANBD-TnC fluorescence, EC20 calcium; Troponin I, cardiac muscle (Homo sapiens) + Troponin T, cardiac muscle (Homo sapiens) + …; activation, % at 7.2 µM; actives 0.24% (n = 340,000); IANBD-labeled TnC RTF fluorescence at EC20 calcium; 0% EC20 calcium, 100% full calcium; AID 493008, 2010;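 active means activation above the mean over all tested compounds plus 3 SD, cut at about 30% in these data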;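 further: rise in fluorescence read as greater calcium sensitivity of cardiac thin filaments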
Wnt bcat act = Wnt/beta-catenin pathway activators, primary screen, cell-based, plate reader, single point; AID 743398, 2014; actives 1.2% (n = 300,000); activation, % at 9.35 µM; Wnt/beta-catenin reporter cell assay, activator; in the data active means activation above about 30%, passing the limit was not always enough;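 further: 0% = neutral control wells and 100% = positive control wells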
The depositor's hits bear a star; · = not tested or not shown.

item	canonical_smiles	SR-BI HDL uptake	MITF act	CDK5 inh	dFosB act	SR-BI uptake up	PvdQ acylase	Rtt109 Vps75	HTR5A ag ctr	cardiac RTF act	Wnt bcat act
1	COC(=O)CN1C(=O)[C@H]2[C@@H](/C=C/c3ccccc3)N3C(=O)CN(Cc4ccccc4)C(=O)[C@@]3(Cc3ccccc3)[C@H]2C1=O	-2	1	-4.8	-15	2	-16	22	-1	15	11
2	C[C@H](C(=O)O)c1cccc(C(=O)c2ccccc2)c1	-2	-5	0.8	0	2	7	-7	0	3	2
3	Cc1ccc(C)c(S(=O)(=O)C(C#N)c2nc3ccccc3nc2N2CC(C)OC(C)C2)c1 (stereo unspecified)	·	·	-1.5	-6	·	-6	-2	-2	2	·
4	CC1(C)NC(=O)N(CC(O)COc2ccccc2C(=O)Nc2ccccc2)C1=O (stereo unspecified)	28	·	1.1	-11	-28	6	3	-2	3	-1
5	COc1ccc(Cl)cc1S(=O)(=O)N1CCN(C(=O)c2n[nH]c(=O)c3ccccc23)CC1	-1	-7	-0.8	3	1	-2	3	-4	1	-7
6	Cc1ccc(OCC(=O)N/N=C/c2cn[nH]c2-c2ccc(Cl)c(Cl)c2)cc1	18	2	-2.0	-16	-18	-9	-3	3	0	·
7	CN(C)S(=O)(=O)c1ccc(-c2csc(-c3cccnc3)n2)cc1	3	24	-0.3	-17	-3	3	·	1	-4	2
8	CCCC/C(O)=C1\C(=O)CC(C)(C)CC1=Nc1ccc(N)cc1	-21	9	0.4	-6	21	-8	-4	-2	5	0
9	O=C(O)c1cccc(N/N=C/c2sc(N3CCOCC3)nc2-c2ccccc2)c1	6	39	·	-8	-6	2	23	6	-2	·
10	Cc1c(OCC(=O)N2CCC(C(N)=O)CC2)ccc2c3c(c(=O)oc12)CCC3	6	-14	-1.1	-11	-6	-11	-10	-4	10	2
11	Oc1ccccc1/C=N/n1cnnc1	-8	2	2.0	4	8	-17	-22	9	-3	-3
12	COc1ccc(CNC(=O)CSc2nnc(C)n2-c2ccc(F)cc2)cc1	3	-1	1.1	3	-3	-18	3	1	4	-1
13	COc1ccc(CNS(=O)(=O)c2ccc(Br)s2)cc1	-9	1	0.0	-2	9	25	0	-2	-3	-1
14	COc1ccc(-c2cccc(NC(=O)c3ccc4c(c3)OCO4)c2)nn1	47	10	1.4	-19	-47	-16	-9	0	-10	16
15	CC(=O)Cc1nsc(NC(=O)c2ccccc2Cl)n1	-17	0	-1.7	-5	17	5	-5	3	-2	0

Results in PvdQ acylase, for some of the entries so far:
| no. | Molecule | PvdQ acylase |
| --- | --- | --- |
| 11 | Oc1ccccc1/C=N/n1cnnc1 | -17 |
| 12 | COc1ccc(CNC(=O)CSc2nnc(C)n2-c2ccc(F)cc2)cc1 | -18 |
| 13 | COc1ccc(CNS(=O)(=O)c2ccc(Br)s2)cc1 | 25 |

(next part)
item	canonical_smiles	SR-BI HDL uptake	MITF act	CDK5 inh	dFosB act	SR-BI uptake up	PvdQ acylase	Rtt109 Vps75	HTR5A ag ctr	cardiac RTF act	Wnt bcat act
16	Cc1c(/C(O)=C2\C(=O)C(=O)N(CCCN(C)C)C2c2ccccc2)cnn1-c1ccccc1 (stereo unspecified)	-22	-12	0.5	5	23	-2	-6	-1	1	-1
17	O=c1oc2ccccc2c(Nc2ccc3ccccc3c2)c1[N+](=O)[O-]	-17	·	-1.6	-5	17	-9	2	-1	1	·
18	O=C(COCC(=O)NCc1ccccc1)NCc1ccccc1	-28	7	-0.2	2	28	-5	-6	12	2	-3
19	CCOC(=O)C1=NOC(CN(c2ccccc2)S(=O)(=O)c2ccc(Cl)cc2)C1 (stereo unspecified)	28	3	-0.7	-8	-28	-10	·	3	-5	·
20	COC(=O)/C(=N\OCc1ccc(C#N)cc1)c1c(C)nn(C)c1C	·	8	-0.5	-5	·	-12	9	1	-1	1
21	COc1ccc([C@H]2/C=C\CN(C(=O)[C@H](Cc3ccccc3)NC(=O)OCC3c4ccccc4-c4ccccc43)CC(=O)N2Cc2ccc(F)cc2)cc1	-14	7	-0.2	1	14	-15	1	0	0	1
22	CCCCCOC(=O)C1=C(C)NC(=O)NC1c1ccc2c(c1)OCO2 (stereo unspecified)	-11	·	0.9	-6	11	2	-2	0	2	0
23	O=C(Nc1ccccc1C(=O)O)c1ccc(NC(=O)C2CC2)cc1	4	4	-0.7	-6	-4	-4	4	-2	-3	4
24	CCN1C(=O)/C(=C/c2cccs2)SC1=Nc1ccc(OC)cc1	13	13	1.3	-5	-13	-1	8	-5	0	·
25	O=C(CSc1ncnc2sc3c(c12)CCC3)NCC1CCCO1 (stereo unspecified)	3	-11	-2.1	0	-3	-15	-2	0	-5	2
26	Nc1nc(-c2sc3nc4c(cc3c2N)CCCC4)nc(N2CCOCC2)n1	15	28	-0.1	-16	-15	-13	-3	0	0	·
27	COc1cc2nc(Nc3cccc(F)c3)nc(N)c2cc1OC	-25	23	1.1	6	25	-1	4	3	-5	2
28	Cc1ccc(O)c(N=Cc2cc(Cc3ccccc3)cc([N+](=O)[O-])c2O)c1	13	-2	-2.2	-16	-13	-16	3	6	-11	1
29	CCN1C(=O)[C@H]2[C@@H](c3ccc(-c4ccc(Cl)c(Cl)c4)cc3)N3CCCC[C@@]3(C(=O)OC)[C@H]2C1=O	63	-1	-0.6	0	-63	-10	5	-1	-1	-7
30	O=C(O)c1ccc2nnn(O)c2c1	·	-4	-1.3	1	·	-4	0	2	-1	2
31	O=C(Nc1ccc(N2C(=O)C3C4C=CC(C4)C3C2=O)cc1Cl)c1cccs1 (stereo unspecified)	-12	-4	-1.4	-6	12	-6	-14	-1	11	7
32	O=C1CCc2cc(S(=O)(=O)NC(C(=O)NCc3cccnc3)c3ccccc3)ccc2N1 (stereo unspecified)	-9	-8	0.5	-4	9	-17	16	4	-2	-4
33	Cc1sc2ncn(CC(=O)NCCCC(=O)N3CCN(Cc4ccc5c(c4)OCO5)CC3)c(=O)c2c1C	-9	2	1.4	1	9	-6	-5	7	0	-3
34	CSc1ncc(CN2CCCC(C(=O)c3ccc(C(C)(C)C)cc3)C2)cn1 (stereo unspecified)	-11	28	-1.4	-6	11	-14	·	3	10	·
35	O=C(c1ccc(N2CCCCS2(=O)=O)cc1)N1CCN(c2ccccc2F)CC1	50	-8	0.2	-3	-49	8	10	3	-1	-1
36	Cn1cnnc1SCc1ccc(C(=O)N/N=C(/CCC(=O)O)c2ccc(C(C)(C)C)cc2)cc1	4	17	-3.5	-7	-4	-10	-6	4	-4	-3
37	Cc1cc2oc(C(=O)N(Cc3ccccc3)C3CCS(=O)(=O)C3)c(C)c2cc1C (stereo unspecified)	7	3	0.5	-14	-7	13	0	6	1	-3
38	CCOC(=O)C(NS(=O)(=O)c1ccc(Br)cc1)C(C)C (stereo unspecified)	7	14	-0.4	1	-7	-5	2	-1	0	1
39	CCc1ccccc1S(=O)(=O)Cc1ccc(C(=O)NC(C)C)o1	3	-1	-1.3	-1	-3	13	6	13*	2	1
40	O=C(COC(=O)c1ccc(O)cc1)NC(c1ccccc1)c1ccccc1	-13	-1	0.2	-13	13	-7	-1	1	7	-6
41	COc1ccc(C2/C=C\CN(S(=O)(=O)c3ccc(C)cc3)CC(=O)N2Cc2cccc(F)c2)cc1 (stereo unspecified)	80*	-5	4.0	-7	-80	1	-2	0	-2	-2
42	COc1ccc(S(=O)(=O)NCc2ccc(C)cc2)cc1	-2	-2	2.2	-1	2	-6	2	4	2	·
43	O=C(NC1CC2CCCC(C1)N2C(=S)NCCc1ccccc1)C1CC1 (stereo unspecified)	11	11	-2.6	-2	-11	3	-7	-5	-3	1
44	CSc1ccc(CN2CCC(N3CC(C)OC(C)C3)CC2)cc1 (stereo unspecified)	18	·	-0.7	-8	-18	-14	3	1	1	-1
45	CC1CCN(S(=O)(=O)c2ccc(NC(=O)N3c4ccccc4Sc4ccccc43)cc2)CC1	21	-7	-0.6	-14	-21	-7	-7	4	-14	·
46	COCCCNC(=O)c1ccc(-c2csc(C)n2)cc1	-16	10	-1.1	-4	16	3	31	8	2	1
47	CCSc1nc2c(c(=O)n1-c1ccc(F)cc1)SCC2	2	-8	-1.2	-6	-2	3	24	1	11	2
48	O/N=C/c1ccc2cccc(OCc3ccccc3)c2n1	3	-20	0.2	-9	-3	-1	0	1	-11	-1
49	Cc1c(C(=O)N2CCCCC2)c(S(=O)(=O)N2CCC(C)CC2)c(C)n1C	-19	5	0.5	0	19	-18	-12	3	4	1
50	O=C(CNC(=O)c1ccccc1F)NCCN1C(=O)S/C(=C\c2ccc3c(c2)OCO3)C1=O	13	19	0.2	-2	-13	-1	1	-2	10	5
51	COc1ccc(CC(=O)NNC(=O)c2ccccn2)cc1	-16	·	-1.1	-1	16	-3	1	-6	-10	2
52	COc1ccc(C(=O)NCc2nnc(SCC(=O)Nc3cc(C)on3)o2)cc1OC	-35	46	-0.3	-3	35	-18	0	6	2	-2
53	CC1(c2nnc(-c3ccc(F)cc3)o2)CC(c2ccc([N+](=O)[O-])cc2)=NO1 (stereo unspecified)	-11	0	-0.5	6	11	6	-5	-1	-11	-4
54	O=C(O)C1CCC(CNS(=O)(=O)c2ccccc2)CC1 (stereo unspecified)	2	0	0.2	5	-2	-7	4	0	-1	0
55	CNC(=O)CN(c1cc(C)ccc1OC)S(=O)(=O)c1ccc(C)cc1	-6	-5	1.2	-8	6	2	36	4	-8	-5
56	COc1ccc(CC(=O)NNC(=O)c2cccs2)cc1OC	-16	8	-1.0	1	16	0	1	-4	1	-2
57	Cc1noc(C)c1COc1ccc(C(=O)N2CCN(c3ccccn3)CC2)cc1	1	0	2.0	-7	-1	8	3	5	-2	-1
58	C[C@@H]1CCC2[C@](C)(CO)[C@@H](O)CC[C@]2(C)[C@@]12C[C@](CO)(CC(=O)O)CO2 (stereo partly specified)	·	-6	0.3	1	·	-12	4	-3	-1	1
59	COc1ccc(-n2sc3ccc(F)cc3c2=O)cc1	-15	29	3.6	0	15	8	159*	-2	-1	8
60	N#CC(Cc1ccccc1OC(F)F)c1nc2ccccc2[nH]1 (stereo unspecified)	-3	4	1.1	5	3	-17	3	-6	-3	-1
